# Compound activity deposited in PubChem by several laboratories.
# DSG3 Ab inh = inhibitors of pemphigus antibody binding to human desmoglein-3. P32926. DSG3-coupled beads, scFv-anti-DSG3-GFP binding, flow cytometry; stronger effect = lower value. binding (percent of control), % at 10 µM. actives 0.48% (n = 310,000);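 active means binding more than 3 SD below its plate's average and above zero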;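 further: hits lower antibody fragment binding to DSG3; some compounds called inactive have numbers as strong as hits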
# Keap1-Nrf2 PPI = Keap1-Nrf2 (human) interaction inhibition; Q14145; Keap1 Kelch-Nrf2 peptide fluorescence polarization, 1536-well; inhibition, % at 9.4 µM; actives 0.15% (n = 340,000); AID 504523; in the data active means inhibition above about 12%;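 further: human Keap1 Kelch domain with fluorescein labeled Nrf2 9mer peptide probe; 0% = neutral control wells and 100% = peptide positive control; higher means more block of Keap1 binding to Nrf2 peptide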
# Target sequence (Q14145 whole entry, looked up, the tested form may be a part): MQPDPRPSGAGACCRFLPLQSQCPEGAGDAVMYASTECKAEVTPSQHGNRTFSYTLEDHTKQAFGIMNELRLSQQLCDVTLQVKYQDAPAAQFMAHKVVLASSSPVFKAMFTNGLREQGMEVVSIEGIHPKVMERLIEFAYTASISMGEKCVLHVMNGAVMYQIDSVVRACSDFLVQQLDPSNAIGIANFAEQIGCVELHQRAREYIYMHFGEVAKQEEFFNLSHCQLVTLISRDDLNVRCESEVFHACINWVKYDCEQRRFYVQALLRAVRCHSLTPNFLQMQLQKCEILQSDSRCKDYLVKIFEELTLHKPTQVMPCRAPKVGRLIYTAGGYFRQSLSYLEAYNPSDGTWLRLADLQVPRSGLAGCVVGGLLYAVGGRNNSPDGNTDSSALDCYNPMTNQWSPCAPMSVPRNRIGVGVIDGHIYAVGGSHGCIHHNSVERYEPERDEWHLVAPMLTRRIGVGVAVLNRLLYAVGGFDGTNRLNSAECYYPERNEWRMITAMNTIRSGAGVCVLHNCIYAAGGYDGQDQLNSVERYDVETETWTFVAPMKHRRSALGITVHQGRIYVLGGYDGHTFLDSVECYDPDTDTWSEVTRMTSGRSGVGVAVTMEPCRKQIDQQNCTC
# MOR-DOR inv ag = inverse agonist of human OPRM1-OPRD1 heterodimerization. P35372+P41143. cell-based MOR-DOR heterodimer luminescence, inverse agonism. inhibition, % at 9.3 µM. actives 0.21% (n = 340,000); in the data active means inhibition above about 22%, passing the limit was not always enough;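 further: 0% = cells with DMSO and 100% = wells without cells with DMSO; values of inactives mirror those of a sister screen read the other way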
# Arr AP2 block = inhibitors of human beta-arrestin and AP2 interaction. inhibition, % at 10 µM. FITC-arrestin peptide / GST-AP2 beads, flow cytometry; AP2 beta2 appendage carries R879A mutation. actives 0.31% (n = 340,000);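 active means inhibition above a set limit, near 3 SD of compounds lacking own fluorescence, cut at about 54% in these data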;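 further: plate controls were DMSO wells for no effect and 5 µM unlabelled arrestin peptide for full effect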
#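 Material – GST-tagged AP2 beta2-adaptin appendage (R879A) on 4 µm glutathione beads · Probe or stimulus – fluorescein-tagged arrestin peptide at 50 nM final · Timing – 12 min plus 1 h, RT · Detection – bead flow cytometry, FITC channel · Read-out basis – inhibition as reduced fluorescein signal on beads, percent · Medium – PBS plus Tween 20 (0.05%) and BSA (0.1%)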
# MOR-DOR ag = agonists of human mu-delta opioid receptor heterodimerization; cells, OPRM1-OPRD1 heterodimerization, luminescence; actives 0.3% (n = 340,000); P35372+P41143; activation, % at 9.3 µM; in the data active means activation above about 18%;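 further: 0% = vehicle-treated cells and 100% = reference agonist; values of inactives mirror those of a sister screen read the other way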
# C-LANA FP = inhibitors of KSHV LANA C-terminal domain DNA binding | MBP-C-LANA/FAM-LBS DNA binding, fluorescence polarization | inhibition, % at 9 µM | actives 0.078% (n = 340,000) | AID 504423;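 active means highest replicate inhibition at or above 60% at 9 µM, even if other replicates fall short; inactive means all replicates below 60% inhibition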;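 further: 0% = neutral control wells and 100% = 4 µM acridine orange control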
# RTF Ca sens inh = cardiac RTF calcium desensitization; actives 0.12% (n = 340,000); inhibition, % at 7.15 µM; IANBD-labeled cardiac RTF, Ca2+ fluorescence; P19429+P45379; AID 493244;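 active means inhibition above the mean inhibition of all tested compounds plus 3 SD, cut at about 17% in these data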;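 further: assay run at fixed EC70 calcium of 1.6 mM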
# V-ATPase pHluor = regulators of yeast V-ATPase proton transport; response, % at 10 µM; S. cerevisiae, pHLuorin cytosolic pH fluorescence; actives 0.37% (n = 350,000); in the data active means response mostly above about 7.3%, no sharp cut-off; inactive means mostly below about 5.4%; further: actives read high; inactives centre near 0; some compounds called inactive have numbers as strong as hits; reference of the scale not given here
# Wnt bcat act = Wnt/beta-catenin pathway activation; AID 743398; actives 1.2% (n = 300,000); activation, % at 9.35 µM; Wnt/beta-catenin reporter cell assay, activator, plate reader; in the data active means activation above about 30%, passing the limit was not always enough;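 further: 0% = neutral control wells and 100% = positive control wells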
# cardiac RTF act = increases calcium sensitivity of human cardiac regulated thin filaments | IANBD-labeled TnC RTF fluorescence at EC20 calcium; 0% EC20 calcium, 100% full calcium | activation, % at 7.2 µM | actives 0.24% (n = 340,000) | AID 493008;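 active means activation above the mean over all tested compounds plus 3 SD, cut at about 30% in these data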;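 further: rise in fluorescence read as greater calcium sensitivity of cardiac thin filaments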
# * = called active by the depositor; . = not tested or not shown.
SMILES,DSG3 Ab inh,Keap1-Nrf2 PPI,MOR-DOR inv ag,Arr AP2 block,MOR-DOR ag,C-LANA FP,RTF Ca sens inh,V-ATPase pHluor,Wnt bcat act,cardiac RTF act
O=C(CC1C=CCC1)Nc1ccccc1 (stereo not drawn),118,-3,2,9,-0.3,0.2,-8,-1,-2,-1
NC(=O)C(c1ccc(Br)cc1)c1ccc(C(=O)c2ccccc2)cc1 (stereo not drawn),99,0,-16,-3,3.7,0.3,-9,-3,0,-4
Cc1noc(C)c1COc1ccc(C(=O)NCCc2ccccn2)cc1,98,-6,1,4,-0.3,0.9,-11,2,0,12
Cc1c(Br)c(C(N)=O)nn1C,103,3,6,5,-1.2,1.5,-5,-2,.,-3
O=C(CCN1C(=O)/C(=C\c2ccc(F)cc2)SC1=S)Nc1ccc(O)cc1,96,-2,6,5,-1.2,-1.3,-2,-3,0,3
COCCN(C(=S)Nc1ccccc1OC)C1CCN(C(C)=O)CC1,104,0,11,-10,-2.2,-0.8,-1,3,.,-7
CCOc1ccc(C(CC(=O)O)n2cnnn2)cc1OC (stereo not drawn),102,2,17,7,-3.4,-1.2,5,0,-1,-5
CN1CCN(Cc2coc3c(Cl)cc(Cl)cc3c2=O)CC1,117,-3,8,-2,-1.7,-1.9,-10,1,-4,-3
Cc1ccc2cc(NC(=O)c3cccc(F)c3)ccc2n1,.,-6,1,-3,-0.2,-0.6,-4,9,50*,7
NC(=O)C1CCN(C(=O)C2CC(=O)N(Cc3ccccc3)C2)CC1 (stereo not drawn),101,2,5,-3,-1.3,-1.0,0,2,-3,-1
CC(c1ccccc1)N1CC(C(=O)Nc2ccc(F)cc2)CC1=O (stereo not drawn),109,-4,7,-8,-1.8,1.1,-1,2,-3,-2
COCCNC(=O)C(=O)Nc1cc2c3c(c1)CCC(=O)N3CCC2,124,5,14,43,-2.7,-1.5,-4,-2,0,-4
O=C(Cc1cccc2ccccc12)NC(NC(=S)Nc1ccccc1Cl)C(Cl)(Cl)Cl (stereo not drawn),117,-5,-15,-7,2.9,0.3,-1,3,-3,1
Cc1n[nH]c(C)c1CCOc1ccc(C(C)C)cc1,98,5,-36,34,6.8,0.3,6,5,18,-30
CS(=O)(=O)N1CCc2cc(C(=O)N3CCN(c4cccc(Cl)c4)CC3)ccc21,95,1,5,4,-0.9,0.3,-3,-1,0,-1
COc1ccccc1OCCNC(=O)c1cc([N+](=O)[O-])cc([N+](=O)[O-])c1,101,-1,1,-8,-0.3,-1.8,-10,-2,-1,5
Oc1c(Br)cc(Br)cc1CNc1cnc2ccccc2c1,95,-2,1,41,-0.2,-1.0,-1,-1,1,-2
CC(=O)NC(Cc1ccccc1)C(=O)NC1CCN(c2ncccc2[N+](=O)[O-])CC1 (stereo not drawn),97,0,7,-11,-1.2,1.0,6,3,1,-3
CCCCN(C(=O)C(C)Oc1cccc(Cl)c1)c1c(N)n(CCC)c(=O)[nH]c1=O (stereo not drawn),100,0,17,-8,-3.2,-0.3,-7,2,-3,6
CCOC(=O)N1CCc2c(sc3c2c(=O)n(Cc2ccccc2)c(=O)n3CC(=O)NCCOC)C1,87,-1,19,10,-2.9,-0.4,5,3,.,-3
CC1CCCCN1CCNS(=O)(=O)c1ccc2c(c1)oc(=O)n2C (stereo not drawn),91,-2,-3,13,0.5,-1.7,-5,2,-6,2
CCn1cnc2c1c(=O)n(CC(=O)NN)c(=O)n2Cc1ccccc1,102,-1,1,-2,-0.2,-8.4,-8,-2,1,-2
CCc1ccc(N(C(=O)Cc2cccs2)C(C(=O)NC2CCCCC2)c2cn(C)nc2C)cc1 (stereo not drawn),101,-1,5,-4,-1.0,-0.1,-1,-5,.,0
Brc1ccc(-c2nn3c(-c4ccco4)nnc3s2)o1,99,-4,7,11,-1.4,2.0,-13,-2,.,0
CN1C(=O)/C(=C/c2cc3c(cc2Br)OCO3)NC1=S,77,-9,-8,-17,1.6,2.3,-5,-2,3,5

# Three compounds drawn at random from those above:
SMILES,DSG3 Ab inh,Keap1-Nrf2 PPI,MOR-DOR inv ag,Arr AP2 block,MOR-DOR ag,C-LANA FP,RTF Ca sens inh,V-ATPase pHluor,Wnt bcat act,cardiac RTF act
CCCCN(C(=O)C(C)Oc1cccc(Cl)c1)c1c(N)n(CCC)c(=O)[nH]c1=O (stereo not drawn),100,0,17,-8,-3.2,-0.3,-7,2,-3,6
CCc1ccc(N(C(=O)Cc2cccs2)C(C(=O)NC2CCCCC2)c2cn(C)nc2C)cc1 (stereo not drawn),101,-1,5,-4,-1.0,-0.1,-1,-5,.,0
Brc1ccc(-c2nn3c(-c4ccco4)nnc3s2)o1,99,-4,7,11,-1.4,2.0,-13,-2,.,0

# Later entries
SMILES,DSG3 Ab inh,Keap1-Nrf2 PPI,MOR-DOR inv ag,Arr AP2 block,MOR-DOR ag,C-LANA FP,RTF Ca sens inh,V-ATPase pHluor,Wnt bcat act,cardiac RTF act
COc1ccc(NC(=O)CN2CCN(c3ccccc3C)CC2)cc1,103,-3,-3,-2,0.6,1.8,-6,2,-2,0
C=CCOC(=O)C1=C(C)Nc2nc3ccccc3n2C1c1ccncc1 (stereo not drawn),.,-5,10,-11,-1.9,-1.3,-7,2,.,2
CCSc1ccccc1C(=O)Nc1cc(C)on1,99,-3,6,13,-1.2,0.6,0,-1,.,1
CC(=O)Nc1ccc(C(=O)CSc2ncn(-c3ccccc3)n2)cc1,97,-5,1,8,-0.1,-1.2,-4,-5,.,2
Cc1cccc(C)c1-n1c(C)nn(CCOc2ccccc2)c1=O,115,-3,-27,-24,5.5,1.6,-8,11,-1,5
CCOC(=O)CSc1nc2sc3c(c2c(=O)[nH]1)CC(C)(C)OC3,101,-3,11,-8,-1.9,0.2,-20,2,.,1
CCc1[nH]nc2c1C(c1ccncc1)C(C#N)=C(N)O2 (stereo not drawn),123,3,26,-6,-4.3,-2.0,-5,-1,.,-3
COc1ccc(C(=O)Nn2c(C)nnc2-n2nc(C)cc2C)cc1OC,107,2,9,5,-1.6,0.1,-3,-8,-5,0
Cc1cccc(OC(C)C(=O)N2CCN(Cc3ccc4c(c3)OCO4)CC2)c1 (stereo not drawn),106,-3,6,8,-1.5,-0.1,-3,-1,-1,-3
CC(=NNC(=O)c1cc(C)nc2ccccc12)c1ccc(N2CCOCC2)cc1,92,-1,17,-2,-3.8,1.9,3,-3,4,0
CCOc1ccc2[nH]c(=O)c(CN(CCO)C(=O)c3ccccc3F)cc2c1,111,-1,10,15,-1.7,0.5,-5,1,.,-10
Cc1cc(C(=O)NC2CCCCCCC2)ccc1[N+](=O)[O-],103,-3,6,-2,-1.2,1.8,-3,2,48*,-8
Cc1ncc(CO)c(/C=N/NC(=S)Nc2ccc(C(C)C)cc2)c1O,96,1,-26,31,5.0,0.2,-7,14,0,5
Cc1ccc(Nc2nc(N)nc(CN3CCCCCC3)n2)cc1,100,-2,10,-9,-1.8,-0.3,-21,1,-7,-5
NC(=O)C1CCCN(CC(=O)Nc2ccccc2C(=O)NC2CC2)C1 (stereo not drawn),104,-5,9,-9,-2.3,-4.5,1,-1,6,3
CC1CCCC(C)N1C(=O)c1cc(-c2ccc(Cl)c(Cl)c2)on1 (stereo not drawn),97,0,3,30,-0.6,-0.1,-2,-5,.,-8
Cc1noc(C(=O)NCc2ccc(F)cc2)c1Cl,100,-7,19,4,-3.8,-0.5,-1,5,-3,1
COc1ccccc1NC(=O)c1cc2cc(Br)ccc2oc1=N,111,5,11,5,-2.3,5.0,4,2,1,-2
CC(C)CNc1oc(-c2ccc(F)cc2)nc1C#N,105,1,2,4,-0.4,-0.2,-6,-1,-1,3
CCOC(=O)c1c(NC(=O)COc2cccc3c2CCN(CC)C3=O)sc2c1CCC2,106,0,-2,20,0.3,-0.1,9,-2,-2,2
CCCC(=O)Nc1nc(-c2ccccc2)c(CC)s1,100,-1,10,-6,-2.2,0.0,5,0,0,-10
COc1ccc(-c2cn(CCC(=O)O)c(-c3ccncc3)n2)cc1,99,-4,10,24,-1.7,0.0,-7,-1,1,1
Cc1ccc2nc(NC(=O)c3ccc(N4C(=O)CCC4=O)cc3)sc2c1,103,-1,0,15,-0.1,0.6,-9,2,7,-5
O=C1C(=O)N(CCCn2ccnc2)C(c2cccc(Br)c2)/C1=C(\O)c1ccc2c(c1)OCCO2 (stereo not drawn),100,1,21,26,-4.0,-0.2,-9,2,2,-6
COC(=O)CSc1nc2cc(OC)ccc2cc1C#N,.,3,9,2,-1.6,-1.5,-20,-4,.,11
O=[N+]([O-])c1c(NCc2ccco2)ncnc1NCc1ccco1,119,-1,5,13,-1.0,1.3,-2,-1,-1,0
Cc1ccc(CNC(=O)c2cccc(OCc3c(C)noc3C)c2)cc1,104,-5,10,6,-1.9,-0.2,-3,-3,.,3
Cc1cnc(NC(=O)COc2ccccc2Cl)s1,102,1,4,9,-0.8,0.2,-1,-2,1,5
CCc1nc(SCc2cccnc2)c2c(=O)n(C)c(=O)n(C)c2n1,90,-3,7,32,-1.2,-10,-3,-6,-1,0

# In a second layout: 4 of the compounds above.
Molecule	DSG3 Ab inh	Keap1-Nrf2 PPI	MOR-DOR inv ag	Arr AP2 block	MOR-DOR ag	C-LANA FP	RTF Ca sens inh	V-ATPase pHluor	Wnt bcat act	cardiac RTF act
COc1ccc(C(=O)Nn2c(C)nnc2-n2nc(C)cc2C)cc1OC	107	2	9	5	-1.6	0.1	-3	-8	-5	0
Cc1cccc(OC(C)C(=O)N2CCN(Cc3ccc4c(c3)OCO4)CC2)c1 (stereo not drawn)	106	-3	6	8	-1.5	-0.1	-3	-1	-1	-3
CC(=NNC(=O)c1cc(C)nc2ccccc12)c1ccc(N2CCOCC2)cc1	92	-1	17	-2	-3.8	1.9	3	-3	4	0
CCOc1ccc2[nH]c(=O)c(CN(CCO)C(=O)c3ccccc3F)cc2c1	111	-1	10	15	-1.7	0.5	-5	1	.	-10

# A draw from above in order of molecular weight, smallest number first.
SMILES,DSG3 Ab inh,Keap1-Nrf2 PPI,MOR-DOR inv ag,Arr AP2 block,MOR-DOR ag,C-LANA FP,RTF Ca sens inh,V-ATPase pHluor,Wnt bcat act,cardiac RTF act
Cc1cccc(C)c1-n1c(C)nn(CCOc2ccccc2)c1=O,115,-3,-27,-24,5.5,1.6,-8,11,-1,5
Cc1ccc(CNC(=O)c2cccc(OCc3c(C)noc3C)c2)cc1,104,-5,10,6,-1.9,-0.2,-3,-3,.,3
CC(=O)Nc1ccc(C(=O)CSc2ncn(-c3ccccc3)n2)cc1,97,-5,1,8,-0.1,-1.2,-4,-5,.,2
COc1ccc(C(=O)Nn2c(C)nnc2-n2nc(C)cc2C)cc1OC,107,2,9,5,-1.6,0.1,-3,-8,-5,0
COc1ccccc1NC(=O)c1cc2cc(Br)ccc2oc1=N,111,5,11,5,-2.3,5.0,4,2,1,-2
